Coupling enz: qHTS Assay for Inhibitors of Fructose-1,6-bisphosphate Aldolase from Giardia Lamblia: Coupling assay counterscreen; coupling enzyme system counterscreen, AmpLite Red fluorescence; activity change, negative = inhibition, % at 58.2 µM, hits read low; actives 0.67% (n = 290,000); AID 2472, 2010; in the data active = activity change below about -30%; also: % is scaled to controls: 0 for no effect and ±100 for the full control effect
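Coupling enzymes only (glyceraldehyde-3-phosphate) + compound, at 57.5 uM final, 10 min RT; add substrate/coupling/AmpLite Red mix, 20 min RT; fluorescence ex 525/em 598 nm. Actives flag coupling-system interference.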
KCNH2 WT inh: qHTS for Inhibitors of KCHN2 3.1: Wildtype qHTS; Voltage-gated inwardly rectifying potassium channel KCNH2 (Homo sapiens), Q12809; U2OS, BacMam KCNH2, thallium flux FluxOr; hits give low values; activity change, % at 1.84 µM; actives 0.37% (n = 340,000); AID 720551, 2013;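 active = maximum activity change below -70%; inconclusive = maximum activity change between -70% and -50%; inactive = maximum activity change above -50%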; also: % is scaled to controls: 0 for no effect and ±100 for the full control effect
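U2OS cells were transduced with wild-type KCNH2 virus (2.03 x 10^8 / mL) for 4 h at room temperature, then cultured overnight at 37 C. Thallium flux was read with FluxOr dye. Rate constants were normalized to DMSO controls.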
BCR signal inh: qHTS Assay to Find Inhibitors of Chronic Active B-Cell Receptor Signaling; ABC-DLBCL IkBa-CBG/CBR reporter, luminescence ratio, 4 h; AID 493014, 2011; Potency, µM (doses to about 46.1 µM), for inactives: at the top dose ratio change, negative = lower green/red ratio, hits mostly inhibitors; actives 0.05% (n = 340,000); active = well fitted inhibition curve with a large enough effect in the signal ratio, with a control signal flat, not every such curve was filed as active; inconclusive = small, poorly fitted or top-dose-only effect, or effect the other way, or a change in a side signal; the % refers to the signal ratio;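 also: potency is read from the fitted curve at half-maximal effect; plate controls were basal doxycycline-induced cells for no effect and cells given 10 µM MG132 for full effect; MG132 reads +100%, hits lower the ratio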
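TMD8 human ABC-DLBCL cells with doxycycline-inducible IκBα–green luciferase fusion and unfused red luciferase, in 0.5% FBS medium; compounds up to 46 uM, 4 h at 37C. Green/red luminescence ratio, filter-overlap corrected, fitted to concentration-response curves.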
TSHR antagonist: Antagonists of the Thyroid Stimulating Hormone Receptor: HTS campaign; Thyrotropin receptor (Homo sapiens), P16473; TSHR-expressing cells, TSH-stimulated cAMP HTRF, 2 h; hits give low values; activity change, negative = inhibition, % at 11.5 µM; actives 0.2% (n = 330,000); AID 504810, 2011;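 active = activity change below a set negative limit, meaning inhibition stronger than a set level, cut at about -70% in these data; inconclusive = activity change between two set negative limits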; also: % is scaled to controls: 0 for no effect and ±100 for the full control effect
Target sequence (P16473 whole entry, looked up): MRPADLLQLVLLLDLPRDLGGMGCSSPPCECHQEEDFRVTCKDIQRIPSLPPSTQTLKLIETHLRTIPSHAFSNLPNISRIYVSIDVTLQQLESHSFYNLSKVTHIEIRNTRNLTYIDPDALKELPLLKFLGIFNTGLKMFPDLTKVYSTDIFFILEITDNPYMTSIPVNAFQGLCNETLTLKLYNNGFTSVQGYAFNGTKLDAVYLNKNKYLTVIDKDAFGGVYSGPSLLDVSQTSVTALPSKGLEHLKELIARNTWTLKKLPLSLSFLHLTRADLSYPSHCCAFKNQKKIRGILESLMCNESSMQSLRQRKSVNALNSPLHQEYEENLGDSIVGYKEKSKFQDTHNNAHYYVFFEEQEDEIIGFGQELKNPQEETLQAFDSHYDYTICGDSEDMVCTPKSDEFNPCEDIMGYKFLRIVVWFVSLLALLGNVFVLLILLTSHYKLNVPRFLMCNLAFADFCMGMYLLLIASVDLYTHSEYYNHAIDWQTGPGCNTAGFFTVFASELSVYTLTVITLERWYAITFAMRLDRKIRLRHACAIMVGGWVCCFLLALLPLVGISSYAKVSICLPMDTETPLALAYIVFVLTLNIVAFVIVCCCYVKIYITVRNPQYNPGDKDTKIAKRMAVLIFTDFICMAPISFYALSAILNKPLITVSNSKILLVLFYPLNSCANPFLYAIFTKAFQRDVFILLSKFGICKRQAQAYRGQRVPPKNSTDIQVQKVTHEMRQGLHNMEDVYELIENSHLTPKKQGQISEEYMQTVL
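Freshly harvested TSHR cells receive pin-tooled compound, then EC80 TSH at 4nM final. After 2 hours at 37 deg C, antibody in lysis buffer and cAMP-d2 are added; 30 minutes at ambient temperature precede the HTRF read.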
TCR activator: Activators of T cell receptors: qHTS campaign; 330,000 tested, under 10 active; Potency, µM (series often up to 9.22 µM), without a hit: top-dose activation of IL-2 secretion, usual class: activators; AID 504894, 2011; primary human leukocytes, anti-CD3, IL-2 HTRF, 48 h; also: % of control where 0% means no effect
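Primary human leukocytes receive a-CD3 beads and test compound and are incubated 48 hr. Secreted IL-2 is then assayed by HTRF, measuring 665nm acceptor emission after 320nm excitation of the europium donor.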
AT treatment: qHTS Assay for Identifying a Potential Treatment of Ataxia-Telangiectasia; […] A-T fibroblasts, KAP-1 phosphorylation AlphaLISA; neocarzinostatin DNA damage 30 min before lysis; Potency, µM (top dose mostly 57.5 µM), for the others: at the highest dose activation, most hits filed as activators; actives 0.19% (n = 320,000); also: potency is read from the fitted curve at half-maximal effect; % of control where 0% means no effect; nearly all actives have a fitted effect of over 45% in size
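hTERT-immortalized A-T patient fibroblasts ([…]), 500 cells/well in OPTI-MEM, 1% FBS, got compounds for 60 min, then NCS for 30 min at 37C. Lysates were then assayed for phospho-KAP-1 by AlphaLISA (anti-pKAP1 donor, anti-KAP1 acceptor beads), 6 hr at 25C.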
CXXC DNA block: qHTS Fluorescence Polarization Assay for Inhibitors of MLL CXXC domain - DNA interaction | Histone-lysine N-methyltransferase 2A (Homo sapiens), Q03164 | MLL-CXXC / FITC-HOXA9 DNA fluorescence polarization | Potency, µM (highest dose often 115 µM), for the others: at the top dose activity change, negative = inhibition, most hits filed as inhibitors | actives 0.037% (n = 290,000) | AID 2662, 2010; active = well fitted inhibition curve with a large enough effect in the polarisation, with a control signal flat, not every such curve was filed as active; inconclusive = small, poorly fitted or top-dose-only effect, or effect the other way, or a change in a side signal; inactive = no such curve, though single readings can be large or run the other way; the % refers to the polarisation; also: potency is read from the fitted curve at half-maximal effect
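Purified MLL-CXXC (added from a 7 uM solution) was preincubated 5 min at ambient with pinned compounds in 50 mM Tris-HCl pH 7.5, 50 mM NaCl, 1 mM DTT, 0.05% BSA. Fluorescein-labeled HOX-A9 DNA (50 nM solution) followed, 30 min, then polarization read.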
Giardia kill: Small Molecules that selectively kill Giardia lamblia: qHTS. Giardia lamblia trophozoite viability. activity change, % at 7.66 µM, hits read low. actives 0.15% (n = 340,000). AID 540267, 2011; in the data active = activity change below about -80%; inconclusive = between about -30% and that limit;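 also: parasites exposed to compound for two days anaerobically before the ATP read; % is scaled to controls: 0 for no effect and ±100 for the full control effect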
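Giardia trophozoites, 100 cells per well, were exposed to compounds for 48 hrs at 37 deg C under anaerobic conditions; viability was then read as ATP content by bioluminescence after 15-30 min at room temperature.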
GALK inh: qHTS Assay for Inhibitors of Human Galactokinase (GALK) | AID 1868, 2009 | Potency, µM (titrated, usually from 57.5 µM), for the others: at the top dose activity change, negative = inhibition, actives largely listed as inhibitors | Purified GALK, Kinase-Glo residual ATP luminescence | P51570 | actives 0.007% (n = 270,000); also: potency is read from the fitted curve at half-maximal effect; % is scaled to controls: 0 for no effect and ±100 for the full control effect
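ATP-depletion format; final 35 uM ATP, 100 uM D-galactose, 5 nM enzyme; pH 8.0 HEPES/Mg2+ buffer; 60 min RT; luminescence read 10 min after detection reagent.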
Tb PFK block: qHTS Assay to Find Inhibitors of T. brucei phosphofructokinase; ATP-dependent 6-phosphofructokinase (Trypanosoma brucei brucei), O15648; actives 0.17% (n = 330,000); Potency, µM (titrated, usually from 57.5 µM), for the others: at the top dose activity, negative = inhibition, most hits filed as inhibitors; T. brucei PFK, ADP-Glo luminescence;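 also: potency is read from the fitted curve at half-maximal effect; 0% = uninhibited 1x PFK enzyme wells and -100% = no-enzyme wells; nearly all actives have a fitted effect of over 60% in size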
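1.25 nM PFK with 0.5 mM F6P and 0.1 mM ATP in 0.1 M TEA pH 8.0, 5 mM MgCl2, incubated 45 min at room temperature; ADP measured by ADP-Glo luminescence; compounds titrated up to 57 uM.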
Starred values were filed as active, the others as inactive; i = inactive; ? = inconclusive; nt = not tested or not shown; & = joins results of further samples; [ ] = another dose, or the depositor's remark. Unless noted, calls follow the shape of the dose curve; as a rule, active = well fitted curve in the direction sought with a large enough effect; inconclusive = small, poorly fitted or top-dose-only effect, or another doubt; inactive = no such curve, though single readings can be large; an effect the other way counts as inactive or inconclusive.

No.	structure	GALK inh	Coupling enz	Tb PFK block	CXXC DNA block	Giardia kill	TCR activator	TSHR antagonist	BCR signal inh	AT treatment	KCNH2 WT inh
1	Cc1nnc(SCC(=O)N(Cc2ccccc2)C(C)C)n1-c1ccccc1	-3%	6	-5%	11%	9	4%	2	-3%	-1%	1
2	O=C(COC(=O)CCC(=O)c1ccc(F)cc1)Nc1nnc(-c2ccccc2)o1	nt	nt	-1%	nt	-3	1%	-15	-1%	-6%	-4
3	CNC(=O)NC(=O)COC(=O)CCCSc1nc2ccccc2s1	1%	5	-3%	5%	-26	3%[46.1 µM]	0	?	-9%	-5
4	COC(=O)c1ccccc1S(=O)(=O)N1CCC(c2nc3ccccc3o2)CC1	-6%	2	0%	8%	-3	1%	-10	-2%	-2%	5
5	CC1Cc2nc(SCC(=O)c3ccccc3)n(Cc3ccccc3)c(=O)c2S1 (stereo not given)	1%	4	0%	-2%	-25	8%	-9	?	1%	-13
6	N#C/C(=C(/O)c1ccc2c(c1)OCO2)c1nc2cc(C(F)(F)F)ccc2s1	-20%	3	0%	-17%	-15	2%	?	?	0%	-1
7	O=C(COC(=O)c1ccc(S(=O)(=O)N2CCOCC2)cc1)NC1CCCC1	2%	0	4%	3%	-21	-1%	1	0%	-7%	3
8	O=C1C2CCCN2C(c2ccccc2)N1c1nccs1 (stereo not given)	0%	-2	-21%	1%	-5	8%	18	?	12%	-6
9	O=C(CN1CCN(C(c2ccccc2)c2ccccc2)CC1)N1N=CCC1c1ccccc1 (stereo not given)	0%	-1	1%	1%	-3	-1%	-3	3%	-2%	9
10	Cc1cc(C)cc(NC(=O)Nc2cccc(S(N)(=O)=O)c2)c1	2%	1	4%	-2%	-20	-4%	4	-8%	1%	-11
11	C=CCNC(=S)NNC(=O)c1ccc(OCCC)cc1	-5%	2	0%	1%	-20	-4%[46.1 µM]	-6	?	-3%	6
12	CCc1cccc(CC)c1NC(=O)CSc1nnc(C2CC2)n1C	0%	-2	-14%	-4%	3	5%	29	-11%	-3%	7
13	CC(C)CC(CO)N1CCN(C(=O)c2ccc(C(C)(C)C)cc2)CCC1=O (stereo not given)	nt	7	-4%	-1%	1	-9%	25	-3%	7%	-8
14	CCCCOc1ccc(C(=O)N2CCNC(=O)C2)cc1	6%	3	5%	6%	-11	-5%	3	-5%	2%	5
15	COc1ccc(C(=O)Nc2ccc3[nH]c(-c4cccc(OC)c4)cc(=O)c3c2)cc1	nt	0&0	-1%	9%	-9	12%	-3	?	-3%	-11
16	COc1c(C)cc(Br)cc1C(=O)Nc1ccc(S(N)(=O)=O)cc1	-2%	-3	4%	4%	14	2%	-9	4%	1%	-5
17	CN(CCN1CCOCC1)Cc1nc(-c2ccc3c(c2)OCO3)no1	-2%	6	0%	23%	13	-4%	3	9%	0%	2
18	CC(C)OC(=O)CSc1nc(Cc2ccccc2)nc2ccccc12	14%	3	2%	3%	3	-5%	14	14%	10%	15
19	CCCCCCCCOC(=O)/C=C/c1c(C)[nH]c(=O)[nH]c1=O	0%	1	5%	2%	-6	-1%[46.1 µM]	27	0%	-1%	-15
20	COc1ccc(/C=N/N=C2/NC(=O)C(CC(=O)O)S2)cc1OCc1ccccc1Cl (stereo not given)	-2%	11	22%	-2%	5	0%[46.1 µM]	-8	?	3%	9
21	CC1(C)Cc2c(ccc3ccccc23)-c2nnc(-c3cccnc3)n21	2%	0	2%	-2%	5	6%	-13	1%	7%	-9
22	C/C(CC(=O)Nc1cccc(Cl)c1C)=N\NC(=O)C(=O)NCC(C)C	1%	1	1%	8%	-2	-5%[46.1 µM]	-3	-3%	5%	-2
23	C=CCn1c(SCCC)nc(O)cc1=O	1%	-6	2%	-18%	3	-1%	12	?	-2%	-5
24	CC(O)Cn1c(N2CCCC2)nc2c1c(=O)n(C)c(=O)n2C (stereo not given)	0%	0	-3%	-8%	-9	11%	-6	5%	-2%	12
25	CC1(c2ccc3ccccc3c2)NC(=O)N(CC(=O)N2CCN(Cc3ccccc3)CC2)C1=O (stereo not given)	nt	nt	29%	nt	19	-93%	-40	-6%	14%	-1
26	Clc1ccc(-c2csc3ncnc(N4CCc5ccccc5C4)c23)cc1	1%	-1	3%	42%[activator]	-1	3%[46.1 µM]	-27	-1%	4%	29
27	Nc1nc(CN2CCN(Cc3ccccc3)CC2)nc(Nc2ccccc2)n1	0%	-2	-1%	0%	-3	9%	36	3%	0%	43
28	Cn1c(CNc2ccc(F)cc2)nnc1SCC(=O)NNC(=O)Cc1ccccc1	5%	-1	-3%	0%	0	5%	-2	1%	-5%	i
29	CSc1nnc(-c2ccc(C(F)(F)F)nc2C)o1	-5%	1	19%	38%	7	-1%	1	-2%	3%	10
30	O=S(=O)(Nc1ncccc1O)c1ccc(Cl)cc1	-3%	-5	-4%	-2%	-5	nt	0	?	4%	-2
31	CSCCC(NC(=O)c1ccccc1Br)C(=O)NNC(=O)c1ccco1 (stereo not given)	nt	nt	6%	nt	-16	-6%	3	-1%	-3%	-22
32	Cc1nnc2ccc(-c3cccc(NC(=O)c4ccco4)c3)nn12	-4%	-1	6%	-8%	7	-2%	-3	-25%	-1%	-16

One compound at a time, as listed above. Order of screens: GALK inh | Coupling enz | Tb PFK block | CXXC DNA block | Giardia kill | TCR activator | TSHR antagonist | BCR signal inh | AT treatment | KCNH2 WT inh
CSCCC(NC(=O)c1ccccc1Br)C(=O)NNC(=O)c1ccco1 (stereo not given) reads nt | nt | 6% | nt | -16 | -6% | 3 | -1% | -3% | -22
Cn1c(CNc2ccc(F)cc2)nnc1SCC(=O)NNC(=O)Cc1ccccc1 reads 5% | -1 | -3% | 0% | 0 | 5% | -2 | 1% | -5% | i
O=S(=O)(Nc1ncccc1O)c1ccc(Cl)cc1 reads -3% | -5 | -4% | -2% | -5 | nt | 0 | ? | 4% | -2
CC1(c2ccc3ccccc3c2)NC(=O)N(CC(=O)N2CCN(Cc3ccccc3)CC2)C1=O (stereo not given) reads nt | nt | 29% | nt | 19 | -93% | -40 | -6% | 14% | -1

Continuation:
No.	structure	GALK inh	Coupling enz	Tb PFK block	CXXC DNA block	Giardia kill	TCR activator	TSHR antagonist	BCR signal inh	AT treatment	KCNH2 WT inh
33	CCc1ccc(OCC(=O)Nc2ccc3oc(=O)ccc3c2)cc1	-1%	0	-5%	2%	-8	3%	-6	-9%	5%	-18
34	CCNS(=O)(=O)c1ccc(C(=O)OCc2cc(=O)oc3cc(OC)ccc23)cc1	-3%	1	0%	28%	12	-6%	8	11%	9%	6
35	C[C@H](CO)N1C[C@H](C)[C@@H](CN(C)Cc2ccncc2)Oc2c(NC(=O)CCC(F)(F)F)cccc2C1=O	nt	nt	2%	nt	4	2%	-6	-1%	5%	6
36	CCOc1ccc(S(=O)(=O)N2CCCCC2)cc1NC(=O)Cc1cccc(C(F)(F)F)c1	nt	nt	4%	nt	-12	-9%	5	?	-4%	4
37	CCC/C=C1/CCCOC(C(=O)NCCNCCO)(C(F)(F)F)C1 (stereo not given)	nt	2	nt	nt	-24&-20	-1%	nt	nt	nt	12
38	COc1ccc(C2OC(=O)CC2C(=O)NCc2ccccc2Cl)cc1OC (stereo not given)	-2%	4	0%	-11%	-10	-4%	6	?	2%	-2
39	CC(C)n1ncc2c(C(=O)Nc3ccc(S(C)(=O)=O)cc3)cc(C3CC3)nc21	nt	nt	?	nt	-16	1%	18	1%	-9%	-5
40	COC(=O)c1c(-c2ccc(OC)cc2)sc2ccccc12	nt	nt	8%	nt	nt	nt	-20	14%	?	nt
41	Cc1ccccc1-c1cc(C(=O)NCc2cccc(C(F)(F)F)c2)nn1CC1CC(c2cccc([N+](=O)[O-])c2)=NO1 (stereo not given)	nt	nt	-10%	nt	-13	-7%	-4	7%	1%	7
